HTT cytoprotect = protects HTT-Q103 PC12 cells, measured by ATP; hit rate 0.14% among 230,000; PC12 HTT-Q103 induced, cytoprotection, ATP luminescence, 40 h; Potency, µM (titrated, usually from 56.4 µM), for the others: cytoprotection (ATP increase), usual class: activators;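 further: % of control where 0% means no effect; nearly all actives have a fitted effect of over 45% in size; toxic huntingtin expression switched on by the ecdysone agonist tebufenozide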
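Quantitative HTS on tebufenozide-induced (100 nM) PC12 cells expressing HTTQ103 exon 1–GFP; compounds tested as a concentration series; survival measured via cellular ATP.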
GAA glycogen mod = alters human alpha-glucosidase cleavage of glycogen; P10253; recombinant GAA, glycogen substrate, Amplex Red glucose oxidase fluorescence; Potency, µM (titrated, usually from 76.4 µM), inactives show top-dose activity change, negative = inhibition, actives largely listed as inhibitors; hit rate 0.38% among 300,000;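 further: 0% = full enzyme reaction and -100% = no-enzyme basal signal; the screen sought inhibitors and activators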
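Recombinant human enzyme (4 nM); glycogen substrate; 37 C, 40 min, pH 5.0. Readout: coupled glucose oxidase/Amplex Red fluorescence.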
HttQ103 aggreg = reduces HttQ103-GFP aggregates in PC12 cells. PC12 HttQ103-GFP aggregates, Acumen cytometry, 40 h. Potency, µM (titrated, usually from 46.1 µM), without a hit: top-dose activity change, negative = inhibition, hits mostly inhibitors. hit rate 1.1% among 220,000; further: on the % scale 0 is the no-effect control and ±100 the full control effect; nearly all actives have a fitted effect of over 60% in size
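Aggregates are detected as GFP objects 1–25 µm with signal 6 STDEV over background in lysates of induced PC12 cells. These carry Huntingtin exon 1 with 103 glutamines fused to GFP under an ecdysone promoter; compounds titrated.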
GAA spleen mod = lysosomal alpha-glucosidase (human) modulation | human spleen homogenate, 4-MU-alpha-glucoside fluorescence | hit rate 0.006% among 240,000 | AID 2112 | Potency, µM (series often up to 79.9 µM), without a hit: top-dose activity change, negative = inhibition, hits mostly inhibitors;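 further: 0% = enzyme with vehicle and -100% = no enzyme basal signal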
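Human spleen homogenate (1 ug) with 4-methylumbelliferyl-alpha-D-glucopyranoside (1 mM final) in 50 mM citrate/phosphate pH 5.0, 0.01% Tween-20; 40 min at 37 C. Stopped at pH 10; 4-MU fluorescence Ex 365/Em 440 nm; AC50 by Hill fit.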
* hit, by the source's call; ? = inconclusive; . = no result given; [ ] = dose if it differs, or a comment. The call rests on the fitted dose curve; in most records, active means well fitted curve in the direction sought with a large enough effect; inconclusive means small, poorly fitted or top-dose-only effect, or another doubt; inactive means no such curve, though single readings can be large; an effect the other way counts as inactive or inconclusive. Potency means the concentration at half of the fitted maximal effect. A portion of the library; the hit share may differ from the screen's.

item | SMILES | HTT cytoprotect | GAA glycogen mod
1 | CCc1cc(=O)oc2c(CNC(Cc3ccccc3)C(=O)O)c(O)ccc12 (stereo not drawn) | . | 2%
2 | CCN1CCN(CCCNC(=O)c2cc3c(s2)-c2c(C)cccc2OC3)CC1 | . | -4%[76.3 µM]
3 | COc1cc(C(c2c(C)[nH][nH]c2=O)c2c(C)[nH][nH]c2=O)ccc1OC(=O)c1ccccc1F | . | ?
4 | Cc1[nH]n2c(=O)cc(-c3ccc(Cl)cc3)nc2c1-c1ccccc1 | . | 14%[76.3 µM]
5 | Cc1ccc(C)c(NC(=O)Cn2cc(C(=O)c3ccco3)c3ccccc32)c1 | . | 5%[76.3 µM]
6 | CCOC(=O)N1CCc2c(sc3c2c(=O)n(Cc2ccccc2)c(=O)n3CC(=O)Nc2ccc(F)cc2)C1 | . | 10%[76.3 µM]
7 | COc1ccc(-n2ccn(CC(=O)Nc3ccc(C)c(C)c3)c(=O)c2=O)cc1OC | . | -4%[76.3 µM]
8 | CC(C)C1C(=O)N(S(C)(=O)=O)[C@H]2CCN(C(=O)/C=C/CN3CCCCC3)[C@@H]12 (stereo partly drawn) | . | .
9 | COc1ccc(C2=NC(c3ccc(Cl)cc3)C(c3ccc(Cl)cc3)N2C(=O)N2CCNC(=O)C2)c(OC(C)C)c1 (stereo not drawn) | . | .
10 | CC[C@H](C)C(N)C(=O)O (stereo partly drawn) | . | .
11 | O=C(O)CCC/C=C\C[C@@H]1[C@@H](CC[C@@H](O)CCc2ccccc2)[C@H](O)C[C@@H]1O | . | .
12 | Cc1cc(CC(C)CC(C)(C)C)n(O)c(=O)c1 (stereo not drawn) | -41% | .
13 | Cn1c(=O)c2[nH]c(Br)nc2n(C)c1=O | -2% | .
14 | Cc1c(C(=O)NCCO)[n+](=O)c2ccccc2n1[O-] | 7% | .
15 | Cc1ccc(S(=O)(=O)NC(=O)NC2CCCCCCC2)cc1 | 16% | .

item | HttQ103 aggreg | GAA spleen mod
1 | . | .
2 | . | .
3 | . | .
4 | . | .
5 | . | .
6 | . | .
7 | . | .
8 | . | -3%
9 | . | 0%
10 | . | 6%
11 | . | -3%
12 | -32% | .
13 | -3% | .
14 | 9% | .
15 | 25% | .

Single entries from the results shown:
O=C(O)CCC/C=C\C[C@@H]1[C@@H](CC[C@@H](O)CCc2ccccc2)[C@H](O)C[C@@H]1O | GAA spleen mod = -3%
CCc1cc(=O)oc2c(CNC(Cc3ccccc3)C(=O)O)c(O)ccc12 (stereo not drawn) | GAA glycogen mod = 2%

The listing picks up with the 3 entries that preceded the break.
item | SMILES | HTT cytoprotect | GAA glycogen mod
13 | Cn1c(=O)c2[nH]c(Br)nc2n(C)c1=O | -2% | .
14 | Cc1c(C(=O)NCCO)[n+](=O)c2ccccc2n1[O-] | 7% | .
15 | Cc1ccc(S(=O)(=O)NC(=O)NC2CCCCCCC2)cc1 | 16% | .
16 | Cc1nc(-c2ccc(Cl)cc2)oc1COC(C)(C)C(=O)O | -25% | .
17 | O=C(O)c1ccc[n+]([O-])c1 | ? | .
18 | O=C(CS(=O)Cc1ccco1)NCC=CCOc1cc(CN2CCCCC2)ccn1 (stereo not drawn) | 15% | .
19 | Cn1c(O)c(N=NC(N)=S)c2ccccc21 | -17% | .
20 | CC(O)CN(C)C (stereo not drawn) | ? | .
21 | COc1ccc(C(=O)NCc2ccc(OCCN(C)C)cc2)cc1OC | -8% | .

item | HttQ103 aggreg | GAA spleen mod
13 | -3% | .
14 | 9% | .
15 | 25% | .
16 | 3% | .
17 | -6% | .
18 | 4% | .
19 | 0% | .
20 | 1% | .
21 | -9% | .

Arranged by number of heavy atoms (smallest number first): 3 of the compounds above.
item | SMILES | HTT cytoprotect | GAA glycogen mod
16 | Cc1nc(-c2ccc(Cl)cc2)oc1COC(C)(C)C(=O)O | -25% | .
21 | COc1ccc(C(=O)NCc2ccc(OCCN(C)C)cc2)cc1OC | -8% | .
18 | O=C(CS(=O)Cc1ccco1)NCC=CCOc1cc(CN2CCCCC2)ccn1 (stereo not drawn) | 15% | .

item | HttQ103 aggreg | GAA spleen mod
16 | 3% | .
21 | -9% | .
18 | 4% | .

Compound activity from PubChem BioAssay.
